Screening results deposited in PubChem BioAssay by Broad Institute.
EWS-Fli block = inhibitors of EWS/Fli oncoprotein transcriptional activity; A673 NR0B1-luciferase reporter, viability-normalised; inhibition, % at 12.6 µM; actives 0.67% (n = 350,000); AID 651661;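 active = mean inhibition of at least 50% after viability correction, with every replicate also passing that limit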;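 note: firefly luciferase signal divided by Alamar Blue viability fluorescence both relative to DMSO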
esBAF inh = blocks esBAF chromatin remodeling in mouse ES cells; Bmi1-luciferase knock-in reporter, 24 h; 100% = twice the neutral-well signal; reporter increase, % at 12.5 µM; actives 2% (n = 350,000); AID 602393; in the data active = activation above about 40%;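 note: 0% = median of the plate's neutral control wells and 100% = double that signal; a rise in the Bmi1 reporter signal indicates esBAF inhibition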
FN deposition inh = fibronectin deposition inhibition. actives 0.086% (n = 350,000). AID 743247. AH1F fibroblasts, Alexa488-fibronectin deposition fluorescence, overnight. inhibition, % at 12.6 µM;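 active = mean inhibition across replicates of 30% or more, regardless of how many single replicates reach that level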;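 note: positive control wells lacked labelled fibronectin entirely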
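Material – AH1F fibroblast monolayer, labelled fibronectin deposition · Reagent – labelled fibronectin 24 nM · Timing – 1 h adhesion, overnight exposure · Measured by – fluorescence at 485 nm excitation, 525 nm emission · Read-out – inhibition of fibronectin deposition signal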
E-sel inducer = induces E-selectin expression in human endothelial cells; P16581; HUVEC E-selectin immunofluorescence imaging; normalized: neutral wells 0, TNF-alpha wells 100; activation, % at 7.58 µM; actives 0.37% (n = 260,000); AID 686992;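 active = mean E-selectin-positive cell signal at least 10% of the positive control, reached in at least 60% of replicates, without over 20% cell loss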;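 note: in these data hits start at about 27%; measured in HUVEC primary endothelial cells; signal is the percent of cells scored E-selectin positive by PE staining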
Target sequence (P16581 whole entry, looked up): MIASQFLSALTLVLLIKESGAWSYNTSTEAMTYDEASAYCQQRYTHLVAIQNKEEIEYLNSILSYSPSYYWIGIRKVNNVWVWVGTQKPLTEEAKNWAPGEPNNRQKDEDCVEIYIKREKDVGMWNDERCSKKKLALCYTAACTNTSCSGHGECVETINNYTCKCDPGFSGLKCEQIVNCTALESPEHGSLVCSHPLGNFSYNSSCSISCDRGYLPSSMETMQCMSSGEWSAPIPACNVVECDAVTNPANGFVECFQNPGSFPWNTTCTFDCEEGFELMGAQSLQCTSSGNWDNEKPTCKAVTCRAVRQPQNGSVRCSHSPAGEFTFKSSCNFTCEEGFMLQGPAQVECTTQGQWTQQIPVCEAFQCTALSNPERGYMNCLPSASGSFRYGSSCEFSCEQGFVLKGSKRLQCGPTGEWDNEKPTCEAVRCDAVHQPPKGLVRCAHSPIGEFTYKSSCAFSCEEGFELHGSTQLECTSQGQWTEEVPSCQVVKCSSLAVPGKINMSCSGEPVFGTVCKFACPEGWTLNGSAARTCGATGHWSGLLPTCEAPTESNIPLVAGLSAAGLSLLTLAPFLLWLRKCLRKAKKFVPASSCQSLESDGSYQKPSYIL
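Material: HUVEC primary endothelial cells; Amount: 3,000 cells per well; Dosing: single concentration; Medium: EGM-2 growth medium on 0.1% gelatin-coated wells; Read-out basis: percent E-selectin-positive cells; Signal: immunofluorescence imaging; Control set: TNF-alpha, DMSO.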
RAD54 branch = inhibitors of human RAD54 branch migration; Q92698; RAD54 Holliday junction branch migration, FAM/BHQ fluorescence; inhibition, % at 10.4 µM; actives 0.14% (n = 360,000); AID 602329;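 active = mean normalized replicate activity at least 40 and at least half of replicates scoring 40 or more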;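 note: 0% = median of neutral control wells and 100% = median of positive control wells; inhibitors cause a drop in the FAM fluorescence signal; in these data hits start at about 50%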
XiGFP reactiv = activators of X-chromosome reactivation in mouse fibroblasts | XiGFP mouse fibroblasts, % GFP-positive cells imaging, 3 d; cells co-treated with 5-aza-dC sensitizer; scaled so ellipticine positive control = 100% | activation, % at 7.58 µM | actives 0.055% (n = 360,000) | AID 743238;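 active = mean normalized replicate activation at least 10% and every replicate at or above 10%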;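 note: 0% = median of on-plate neutral control wells and 100% = ellipticine 6 µM median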
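Assay system: SV40-immortalized XiGFP fibroblast cells, line 68-5-11; buffer or medium: DMEM plus 5-aza-dC sensitizer; compound: one concentration, pinned; timing: compounds 3 days, fix/stain 15 min at room temperature; benchmarks: positive control ellipticine, 6 µM final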
RAD52 inh = inhibitors of human RAD52 DNA annealing. P43351. recombinant RAD52 DNA annealing, FRET fluorescence. inhibition, % at 18.7 µM. actives 0.46% (n = 360,000). AID 651710;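 active = every replicate showing at least 50% inhibition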
Target sequence (P43351 whole entry, looked up): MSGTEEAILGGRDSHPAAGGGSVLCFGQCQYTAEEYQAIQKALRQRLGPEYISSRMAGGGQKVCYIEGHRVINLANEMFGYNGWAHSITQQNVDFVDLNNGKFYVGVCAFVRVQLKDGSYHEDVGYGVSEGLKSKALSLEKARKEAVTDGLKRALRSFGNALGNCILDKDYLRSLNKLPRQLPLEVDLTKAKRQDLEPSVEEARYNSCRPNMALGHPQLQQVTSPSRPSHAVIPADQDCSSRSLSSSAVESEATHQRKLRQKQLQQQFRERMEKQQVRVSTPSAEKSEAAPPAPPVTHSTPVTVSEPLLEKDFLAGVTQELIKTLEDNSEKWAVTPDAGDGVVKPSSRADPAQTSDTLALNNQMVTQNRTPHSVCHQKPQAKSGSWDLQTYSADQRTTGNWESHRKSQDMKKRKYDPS
S100A4 inh HTS = S100A4-myosin IIA interaction inhibition; S100A4/TAMRA-MyoIIA peptide fluorescence polarization; inhibition, % at 10.7 µM; actives 0.14% (n = 360,000); AID 652163;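 active = mean inhibition of at least 70% across replicates, with every replicate also reaching that level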
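Assay system: human S100A4 monomer with TAMRA-labelled myosin IIA peptide / Buffer or medium: Calcium-containing HEPES buffer, pH 7.2 / Reagent: TAMRA-labelled myosin IIA heavy-chain peptide probe, 5 nM / Compound: one dose per compound / Timing: polarization read 5 min after assay mix addition, stable 5–60 min / Benchmarks: neutral control DMSO, positive control TFP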
Starred values were filed as active, the others as inactive; / = no result given; & = joins results of further samples. Hits appear at their usual frequency; overall some 3% were active at least once.

SMILES	EWS-Fli block	esBAF inh	FN deposition inh	E-sel inducer	RAD54 branch	XiGFP reactiv	RAD52 inh	S100A4 inh HTS
N#CN=C(c1ccccc1)c1ccccc1	2	-6	-2	0.2	-3	0.2	3	3
COc1ccc2c3c([nH]c2c1)[C@@H](CO)N(Cc1cccnc1)CC31CCN(C(=O)c2cccnc2)CC1	-6	/	/	0.1	/	0.1	-111	4
CC(C)c1ccc(CNC(=O)C2CCCN2S(=O)(=O)c2ccccc2)cc1 (stereo unspecified)	17	6	1	/	-6	-0.1	-13	1
C/C(=N/O)c1ccccn1	3	2	/	/	11	/	-18	-8
COc1ccc(S(=O)(=O)Nc2ccc3c(c2)C(=O)N([C@H](C)CO)C[C@H](C)[C@@H](CN(C)S(=O)(=O)c2ccc(Cl)cc2)OCCCC[C@@H](C)O3)cc1	5	0	6	-0.2	0	0.4	-8	-8
COc1ccc(-n2cc(C(=O)O)c(=O)cc2C)cc1	-1	0	/	/	0	0.2	-4	0
CC(C)NC(=O)N1[C@@H]2CN(C(=O)Nc3ccc(F)cc3)c3ccccc3[C@@H]2[C@@H]1CO	-9	8	/	-0.1	-7	0.2	-2	-3
CCCC#Cc1cnc2c(c1)C(=O)N([C@@H](C)CO)C[C@H](C)[C@H](CN(C)S(=O)(=O)c1cn(C)cn1)O2	-10	3	/	-0.2	/	0.1	/	/
CCC(CO)NS(=O)(=O)c1cc(-c2nn(C)c(=O)c3ccccc23)ccc1C (stereo unspecified)	1	-5	14	/	/	0.0	-5	-1
CN(Cc1ccon1)Cc1cn(C)nc1-c1ccc(Oc2ccccc2)cc1	4	/	-1	/	2	0.0	-24	11
CCOC(=O)N1CCc2c(sc3c2c(=O)n(Cc2ccccc2)c(=O)n3CC(=O)NCCOC)C1	6	/	2	/	2	0.0	-16	-5
COC(=O)[C@]1(C)N[C@H](CN(C)C(=O)NC(C)C)[C@@H]2C(=O)N(Cc3ccccc3)C(=O)[C@@H]21	3	-3	-5	0.0	-6	/	-2	0
C[C@H]1CN([C@@H](C)CO)C(=O)c2cc(NC(=O)Nc3ccccc3)ccc2O[C@@H]1CN(C)C(=O)Nc1ccccc1	-4	7	/	0.4	4	0.7	8	-19
COc1cccc(OC)c1C(=O)Nc1c(C(=O)N2CCN(c3ccccn3)CC2)oc2ccccc12	-4	-10	11	/	-3	0.1	-16	4
O=C(COc1ccc(Br)cc1)N1CCN(c2ccc([N+](=O)[O-])c(N3CCCCC3)c2)CC1	8	/	-1	/	1	0.0	-13	2
Cc1ccccc1C(=O)N1CCC1(C)C(=O)NC(C)C (stereo unspecified)	-10	-7	/	0.3	-8	0.1	-6	1
COC(=O)c1n[nH]n(-c2ccc(F)c(Cl)c2)c1=O	14	-5	1	/	1	-0.1	4	3
CC(C)(C)c1cc(NC(=O)CSc2nncs2)n(-c2ccccc2)n1	9	/	-3	-0.2	/	0.0	-14	3
C[C@H](CO)N1C[C@H](C)[C@@H](CN(C)C(=O)Nc2ccc(F)cc2)Oc2ccc(NS(=O)(=O)c3ccc(Cl)cc3)cc2C1=O	-10	0	/	0.0	-21	-0.8	30	12
COc1ccc(NC(=O)Nc2cccc3c2O[C@@H](CN(C)C)[C@H](C)CN([C@H](C)CO)C3=O)cc1	-4	3	/	/	5	-0.1	-6	-10
CO[C@H]1CN(C)C(=O)c2cc(NC(=O)c3ccccc3F)ccc2OC[C@H](C)N(CC2CCOCC2)C[C@@H]1C	2	6	-6	-0.1	-10	-0.1	0	2
Cn1nc(C(=O)N2CCN(S(=O)(=O)c3ccc(Cl)cc3)CC2)c2ccccc2c1=O	13	-3	14	/	-11	0.2	-9	-5
O=C1CNC[C@@H]2[C@@H](c3ccc(C#CC4CCCCC4)cc3)[C@H](CO)N12	-1	/	-5	-0.1	/	0.2	-23	5
C[C@H]1CN([C@@H](C)CO)S(=O)(=O)c2ccc(C3=CCCCC3)cc2O[C@H]1CN(C)Cc1ccccc1	35	-8	-12	0.1	-2	0.0	-4	100*
Cc1nc(Sc2ccccc2)c(C#N)c(C)c1[N+](=O)[O-]	2	/	8	-0.1	-2	0.0	-2	-4
CC(O)(c1cccnc1)c1nc(-c2cccc(C#N)c2)cs1 (stereo unspecified)	-7	3	1	0.0	0	0.0	-8	-2
COc1cccc(C2C(C(=O)c3cccs3)=C(O)C(=O)N2CCN2CCOCC2)c1OC (stereo unspecified)	0	-11	-2	/	-1	0.7	-9	-1
CC1=Nc2ccc(Br)cc2C(c2ccccc2)N1CC(=O)O (stereo unspecified)	-1	4	/	/	-5	-0.2	-10	-3
CCOc1ccc(N(CC(=O)Nc2cccc(OC)c2)S(C)(=O)=O)cc1	-24	21	2	0.0	-1	0.3	-11	0
C/C(=N/NC(=O)CCC(=O)Nc1cccc(Cl)c1)c1ccc(C)cc1	-2	/	10	/	/	0.0	1	-3

A portion from further up, as a working copy:
SMILES	EWS-Fli block	esBAF inh	FN deposition inh	E-sel inducer	RAD54 branch	XiGFP reactiv	RAD52 inh	S100A4 inh HTS
CO[C@H]1CN(C)C(=O)c2cc(NC(=O)c3ccccc3F)ccc2OC[C@H](C)N(CC2CCOCC2)C[C@@H]1C	2	6	-6	-0.1	-10	-0.1	0	2
Cn1nc(C(=O)N2CCN(S(=O)(=O)c3ccc(Cl)cc3)CC2)c2ccccc2c1=O	13	-3	14	/	-11	0.2	-9	-5
O=C1CNC[C@@H]2[C@@H](c3ccc(C#CC4CCCCC4)cc3)[C@H](CO)N12	-1	/	-5	-0.1	/	0.2	-23	5
C[C@H]1CN([C@@H](C)CO)S(=O)(=O)c2ccc(C3=CCCCC3)cc2O[C@H]1CN(C)Cc1ccccc1	35	-8	-12	0.1	-2	0.0	-4	100*
Cc1nc(Sc2ccccc2)c(C#N)c(C)c1[N+](=O)[O-]	2	/	8	-0.1	-2	0.0	-2	-4

New compounds follow.
SMILES	EWS-Fli block	esBAF inh	FN deposition inh	E-sel inducer	RAD54 branch	XiGFP reactiv	RAD52 inh	S100A4 inh HTS
COc1cccc(CNC(=O)c2ccc(CS(=O)Cc3ccccc3Cl)o2)c1 (stereo unspecified)	2	-5	18	0.1	4	0.1	7	8
Cc1oc(-c2ccc(Cl)cc2)nc1CS(=O)CC(=O)NCCCN1CCN(Cc2ccccc2)CC1 (stereo unspecified)	/	-7	3	/	-10	0.2	-42	1
COc1cccc(NC(=O)N(C)C[C@H]2Oc3ncc(C#Cc4cccnc4)cc3C(=O)N([C@@H](C)CO)C[C@@H]2C)c1	9	1	/	/	2	0.8	-2	0
Nc1ccc(Cc2ccccn2)cc1	-4	/	/	/	/	0.0	-16	-36
COc1ccc2nc(NC(=O)CN3C(=O)NC4(CCCCC4)C3=O)sc2c1	/	/	/	0.1	-8	0.0	-5	-6
O=C1/C(=C/c2cccs2)CCC/C1=C\c1cccs1	/	60*	/	-0.4	-10	0.0	-28	-1
CCC(C)(C)NC(=O)C(c1cccc(OC)c1)N(C(=O)CNC(=O)c1cccs1)c1cccnc1 (stereo unspecified)	8	2	-2	0.0	-5	0.0	-12	-2
COc1cc(N)c(Cl)cc1C(=O)OC(C)C(=O)Nc1cccc(S(=O)(=O)N2CCOCC2)c1 (stereo unspecified)	0	/	-3	0.4	/	-0.1	-5	-2
C[C@@H]1CN([C@@H](C)CO)C(=O)CCCn2nncc2CO[C@H]1CN(C)C(=O)Nc1ccccc1C(F)(F)F	10&-5&-9	1&2&-1	-8&-4	0.0&0.2	0&-3	0.1&0.3	-5&3	0&3
O=C(/C=C/c1ccccc1)/C=C/c1ccccc1	/	16	11	0.6	7	1.8	/	-4
O=C(c1ccco1)N1CCN(C(=O)c2cn(-c3ccccc3)nc2-c2ccccc2)CC1	-34	31	-1	0.2	11	0.3	-10	-2
COc1cc(/C=C(\C#N)C(=O)NC(C)C)cc(Cl)c1O	-3	1	0	1.4	4	0.4	-21	8
COc1cc2cc(C(c3nnnn3C(C)(C)C)N3CCc4ccccc43)c(=O)[nH]c2cc1OC (stereo unspecified)	17	2	/	/	-4	/	-16	21
CC(C)(C)C1CCc2c(sc(NC(=O)CSc3nnc(-c4ccccc4)o3)c2C#N)C1 (stereo unspecified)	/	-6	1	-1.9	4	0.0	/	/
CCCCOc1ccc(/C=N/NC(=O)c2nnn(-c3nonc3N)c2CN2CCCCCC2)cc1	-8	11	-40	0.1	5	0.2	-24	2
C=C(C)c1cccc(C(C)(C)NC(=O)NCc2ccncc2)c1	-1	/	-3	0.4	/	-0.3	-7	6
C[C@@H]1CN([C@H](C)CO)C(=O)c2cc(NC(=O)c3ccncc3)ccc2O[C@H]1CN(C)Cc1ccccc1	-6	0	/	-0.3	7	0.1	6	1
COc1ccc(C(C)(C)C)cc1NC(=O)COC(=O)c1nc2nccc(C)n2n1	10	-2	-1	-0.6	-3	0.0	-26	-4
O=C1NCCN1CCNS(=O)(=O)c1ccccc1[N+](=O)[O-]	/	-5	-1	/	-4	-0.1	-16	0
CC(=O)N1CCC(C(=O)Nc2cc(C)cc(C)c2)CC1	-2	-2	-8	5.8	5	0.0	0	17
CC(=O)c1ccc(S(=O)(=O)N2CCC(NC(=O)Nc3cccc(F)c3)CC2)cc1	3	/	-2	2.8	/	0.1	-8	0
Cc1ccccc1S(=O)(=O)N[C@@H]1CC[C@@H](CCn2cc(Cc3ccccc3)nn2)O[C@@H]1CO	1	1	2	0.3	4	0.0	0	-7
COc1ccc(C(=O)NCCS(=O)(=O)N2CCN(Cc3ccccc3)CC2)cc1	-5	-6	-28	-0.6	3	0.1	5	-3
CC1(C)c2cc(O)ccc2OC1N1CCOCC1 (stereo unspecified)	-20	-3	3	-0.2	6	0.0	-1	-4
Cc1ccc(S(=O)(=O)N(C)C)cc1NC(=O)c1ccc(OC(F)(F)F)cc1	-5	/	4	-1.6	/	0.1	-5	-2
CC(C)(C)c1ccc(C(=O)N2CCC(=O)N([C@H](COCc3ccccc3)Cc3ccccc3)CC2)cc1	22	/	-2	5.7	/	0.1	1	2
O=C(O)C1=C[C@@H](c2ccc(C(F)(F)F)cc2)C[C@@H](OCc2ccc(CO)cc2)O1	14&-1	-9	8	-0.1	-20&0	0.0	1&-13	6&-5
CCOc1cccc(OCCOCCOc2ccccc2C(C)=O)c1	-6	/	-10	0.2	/	0.3	-1	-2
Cc1ccc(NC(=O)C[C@H]2CC[C@H]3[C@@H](COc4ccc(NS(C)(=O)=O)cc4C(=O)N3C)O2)cc1	-2	-3	4	0.0	9	0.1	-6	-3
CC(C)(C)C(=O)N1CCC[C@H]1C(O)(c1ccccc1)c1ccccc1	-1	/	1	-0.8	-6	0.1	-10	-9
C[C@@H](C(=O)NCC1CC1)[C@@H]1C[C@@]1(C)[C@@H](NC(=O)OCc1ccccc1)c1ccccc1	-1	-3	-5	-0.1	1	0.0	4	-1
CS(=O)(=O)N1CC(=O)N2[C@H](C1)[C@H](c1ccc(C#Cc3ccccc3)cc1)[C@@H]2CO	7	/	/	0.4	/	0.0	6	-5
CCCC(=O)NC(=S)Nc1ccc(N2CCOCC2)c(Cl)c1	-5	/	-7	/	/	0.3	-12	0
CC1CC(C)CN(S(=O)(=O)c2ccc3c(c2)CCN3C(=O)C2CC2)C1 (stereo unspecified)	/	-8	-7	/	-5	0.0	9	2
